# Assay outcomes deposited in PubChem BioAssay by Sanford-Burnham Center for Chemical Genomics.
# UBC13 polyUb = human UBC13 polyubiquitination inhibition. P61088. UBC13 polyubiquitin chain formation, TR-FRET. inhibition, % at 20 µM. 330,000 tested, 0.47% active. AID 485273; in the data active = inhibition above about 45%, passing the limit was not always enough
# Gli-Sufu antag = blocks Gli-Sufu signaling in a luciferase reporter | Sufu-KO-LIGHT fibroblasts, Gli luciferase reporter luminescence | inhibition, % at 5 µM | 340,000 tested, 0.74% active | AID 588413;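 active = inhibition above about 55%, limit read from the data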;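 note: 0% = DMSO-treated cells and 100% = wells with medium but no cells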
# SENP7 inh = inhibitors of human SENP7 protease; Q9BQF6; recombinant SENP7, Z-RLRGG-aminoluciferin luminescence, 40 min; inhibition, % at 5 µM; 330,000 tested, 1.5% active; AID 434973;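 active = inhibition above about 50% at the single test dose, limit read from the data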;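 note: plate controls were DMSO with enzyme for no effect and no enzyme buffer wells for full effect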
# SENP8 inh = inhibitors of human SENP8 protease. Q96LD8. purified SENP8, Z-RLRGG-aminoluciferin cleavage, luminescence. inhibition, % at 10 µM. 330,000 tested, 1.2% active. AID 2540
# HKDC1 inhibitor = blocks human hexokinase HKDC1 activity. Q2TB90. recombinant HKDC1, G6PDH/diaphorase resazurin coupled fluorescence. inhibition, % at 20 µM. 340,000 tested, 0.16% active. AID 493160;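 active = inhibition above about 35% when tested at 20 µM, limit read from the data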;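 note: plate controls were DMSO wells with enzyme for no effect and DMSO wells lacking enzyme for full effect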
#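 Test system: HK5 enzyme. Quantity: 5 µg/mL HK5 final. Reagent: glucose and ATP substrates. Schedule: 90 min reaction incubation at room temperature, dark. Technique: resazurin-to-resorufin fluorescence via G6PDH and diaphorase coupling, 525/613 nm. Control set: DMSO wells with and without enzyme mix.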
# Apaf1 inhib = human Apaf-1 inhibition; O14727; reconstituted apoptosome caspase-3 activity, DEVD-Rh110 fluorescence; inhibition, % at 20 µM; 330,000 tested, 0.71% active; active = inhibition of at least 40% at 20 µM;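 note: plate controls were DMSO wells for no effect and DEVD-CHO caspase inhibitor wells for full effect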
# Target sequence (O14727 whole entry, looked up): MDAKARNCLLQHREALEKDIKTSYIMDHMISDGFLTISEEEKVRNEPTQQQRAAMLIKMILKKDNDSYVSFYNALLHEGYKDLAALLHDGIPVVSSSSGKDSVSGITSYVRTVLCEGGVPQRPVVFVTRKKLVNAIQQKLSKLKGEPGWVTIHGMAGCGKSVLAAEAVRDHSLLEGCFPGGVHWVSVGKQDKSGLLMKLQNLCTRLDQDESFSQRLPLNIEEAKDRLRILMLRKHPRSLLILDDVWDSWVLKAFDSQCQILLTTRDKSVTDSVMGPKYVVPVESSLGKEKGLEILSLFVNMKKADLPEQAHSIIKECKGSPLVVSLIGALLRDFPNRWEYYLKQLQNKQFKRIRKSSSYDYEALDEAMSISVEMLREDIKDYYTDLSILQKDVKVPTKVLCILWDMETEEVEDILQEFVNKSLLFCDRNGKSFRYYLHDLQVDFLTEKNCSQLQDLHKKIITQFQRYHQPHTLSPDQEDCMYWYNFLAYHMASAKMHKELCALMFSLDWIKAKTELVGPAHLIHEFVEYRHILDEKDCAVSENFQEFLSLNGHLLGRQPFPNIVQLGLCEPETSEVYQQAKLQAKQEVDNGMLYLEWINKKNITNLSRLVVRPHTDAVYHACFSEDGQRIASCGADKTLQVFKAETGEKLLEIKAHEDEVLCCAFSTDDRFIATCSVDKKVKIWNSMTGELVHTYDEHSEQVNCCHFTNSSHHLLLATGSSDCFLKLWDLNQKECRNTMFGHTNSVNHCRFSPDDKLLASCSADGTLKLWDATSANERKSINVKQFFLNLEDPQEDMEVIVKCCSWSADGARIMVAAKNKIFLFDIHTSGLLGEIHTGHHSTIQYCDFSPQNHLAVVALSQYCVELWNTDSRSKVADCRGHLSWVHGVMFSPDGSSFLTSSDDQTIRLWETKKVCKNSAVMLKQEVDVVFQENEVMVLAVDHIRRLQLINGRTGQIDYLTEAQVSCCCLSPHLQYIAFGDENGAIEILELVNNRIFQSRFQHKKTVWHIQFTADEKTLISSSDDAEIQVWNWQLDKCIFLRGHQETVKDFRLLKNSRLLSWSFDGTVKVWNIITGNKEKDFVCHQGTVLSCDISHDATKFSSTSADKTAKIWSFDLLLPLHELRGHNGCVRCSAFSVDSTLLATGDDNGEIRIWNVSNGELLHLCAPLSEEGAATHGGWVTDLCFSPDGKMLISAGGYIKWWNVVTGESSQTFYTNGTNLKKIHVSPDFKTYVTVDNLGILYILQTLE
#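 System: Apoptosome proteins | Medium: Hepes pH 7.5 with detergent and BSA | Also added: Cytochrome c trigger plus (Z-DEVD)2-Rh110 caspase-3 substrate | Incubation: 30 min compound preincubation, 50 min activation, room temperature | Detection: Rhodamine 110 fluorescence at Ex 480/Em 540 nm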
# 697 NFkB inh = lowers PMA/ionomycin-induced NF-kB signal in 697 B cells | 697 B-cell NF-kB luciferase reporter, 16 h | inhibition, % at 4 µM | 330,000 tested, 0.33% active | AID 435022; in the data active = inhibition above about 35%
# Jurkat NFkB inh = inhibitors of the PMA/ionomycin-induced NF-kB reporter in Jurkat cells; 330,000 tested, 0.53% active; inhibition, % at 4 µM; AID 435003; PMA/ionomycin-induced NF-kB luciferase reporter, luminescence
# An asterisk follows results filed as active; . = no result given; & = joins results of further samples. Cut-off read from the data, not from the text of the source, unless noted: active = inhibition above about 50%; inactive = the rest.
SMILES,UBC13 polyUb,Gli-Sufu antag,SENP7 inh,SENP8 inh,HKDC1 inhibitor,Apaf1 inhib,697 NFkB inh,Jurkat NFkB inh
COC(=O)/C(C#N)=C/c1occc1C,-5.0,44.2,-2.3,-6.2,-7.5,-2.4,5.7,3.0
CCc1ccccc1NC(=O)C1CCCC1,-3.5,0.6,-3.4,-3.2,-2.0,-8.8,1.3,9.2
OC(COC(c1ccc(F)cc1)c1ccc(F)cc1)CN1CCCC1 (stereo not given),3.7,3.1,4.1,-4.1,-1.3,3.8,-4.2,-0.1
CCc1ccc(-c2csc3ncn(CC(=O)NCc4ccco4)c(=O)c23)cc1,-6.8,2.4,-7.7,-9.7,2.8,6.3,1.3,2.7
NC(=O)C1CCN(C(=O)CSc2nc(O)cc(=O)[nH]2)CC1,0.7,-5.3,4.2,-1.6,-7.0,-9.0,16.9,5.2
CCCn1c(CN2CCN(C(=O)OCC)CC2)nc2c1c(=O)n(C)c(=O)n2C,-4.2,33.6,-0.6,3.4,-5.8,-4.0,-13.5,7.1
CCC(NC(=O)NNC(N)=S)(C(F)(F)F)C(F)(F)F,3.3,2.8,1.4,0.8,-4.6,3.4,18.4,-0.8
CSc1cccc(NC(=S)N2CCC(N(C)C3CCCCC3)CC2)c1,-4.9,7.4,-7.6,-7.5,-6.5,0.3,2.2,-7.3
COc1ccccc1C(=O)Nc1cc2c(ccc3ccccc32)oc1=O,6.3,.,2.9,-7.4,.,-17.0,18.4,23.2
CCOc1ccc(OCCC(=O)N2CCN(S(=O)(=O)c3ccc(F)cc3)CC2)cc1,1.6,-6.5,5.0,-10.6,3.1,14.6,-3.3,0.2
COc1cc([C@@H]2[C@H]3CN(C)CC=C3C(C#N)=C(N)C2(C#N)C#N)cc2c1OCO2,-43.5,9.1&11.4,-2.2,-3.5,-1.1&12.0,-13.1,8.5,0.1
Cc1ccc(C(=O)Nn2cnnc2)cc1S(=O)(=O)N1CCOCC1,-0.1,-26.3,6.1,2.0,-4.2,-17.7,3.5,4.3
O=C(c1ccco1)N1CCN(S(=O)(=O)c2ccc(Cl)s2)CC1,0.9,-2.9,3.7,1.5,-5.2,3.6,-1.3,0.7
COc1ccc(C)cc1NC(=O)NCc1ccco1,9.0,0.8,-0.1,-3.8,-7.0,-2.7,4.5,4.0
COc1cc(/C=N/Nc2nc(C)cc(=O)[nH]2)ccc1OC(=O)c1cccnc1,-1.1,5.7,-5.1,8.5,-10.6,-2.0,25.4,-6.0
Nc1nc(SCC(=O)N2CCCCCC2)[nH]c(=O)c1NC(=O)c1ccco1,-6.6,-1.3,-6.8,-8.5,6.9,9.2,-29.9,-19.3
O=C(COc1coc(CN2CCc3ccccc3C2)cc1=O)Nc1cccc(F)c1,-6.9,4.4,5.3,8.0,-2.6,17.6,11.5,-2.0
Cc1ccc(OCC(O)CNC(C)c2ccccc2)cc1C (stereo not given),10.6,2.9,8.6,-13.5,-5.4,-0.9,9.0,8.5
CC(C)n1nnnc1SCC(=O)NCc1cccs1,2.7,-0.4,4.3,0.1,-0.9,6.7,11.9,-2.2
O=S1(=O)CCN2C(c3cccc4ccccc34)=CSC2=N1,7.6,2.5,-2.6,1.0,1.8,-0.7,0.9,8.7
C=CCOc1c(Br)cc(/C=N/n2c(CC)n[nH]c2=S)cc1Br,-2.9,-1.1,0.8,-1.5,-6.7,3.1,-1.1,-0.7
O=C(N/N=C/c1ccncc1)c1ccccn1,3.5,-20.6,7.0,-9.4,-5.0,2.8,-7.8,-4.4
CCCNC(=O)c1cn(CC)c2cc(N3CCN(C)CC3)c(F)cc2c1=O,3.8,8.2,4.0,5.5,0.2,-5.9,3.2,-5.8
Nc1c(C(=O)Nc2ccc(Cl)c(Cl)c2)sc2nc(-c3cccnc3)ccc12,-1.4,.,1.4,-1.4,.,-5.0,-9.2,16.2
Cc1ccc(-c2cc(C(=O)Nc3ccncc3)c3ccccc3n2)cc1,4.2,-3.7,10.9,-4.7,0.8,24.0,-50.9,-26.9

# The closing five records of the part before come first, to join the parts:
SMILES,UBC13 polyUb,Gli-Sufu antag,SENP7 inh,SENP8 inh,HKDC1 inhibitor,Apaf1 inhib,697 NFkB inh,Jurkat NFkB inh
C=CCOc1c(Br)cc(/C=N/n2c(CC)n[nH]c2=S)cc1Br,-2.9,-1.1,0.8,-1.5,-6.7,3.1,-1.1,-0.7
O=C(N/N=C/c1ccncc1)c1ccccn1,3.5,-20.6,7.0,-9.4,-5.0,2.8,-7.8,-4.4
CCCNC(=O)c1cn(CC)c2cc(N3CCN(C)CC3)c(F)cc2c1=O,3.8,8.2,4.0,5.5,0.2,-5.9,3.2,-5.8
Nc1c(C(=O)Nc2ccc(Cl)c(Cl)c2)sc2nc(-c3cccnc3)ccc12,-1.4,.,1.4,-1.4,.,-5.0,-9.2,16.2
Cc1ccc(-c2cc(C(=O)Nc3ccncc3)c3ccccc3n2)cc1,4.2,-3.7,10.9,-4.7,0.8,24.0,-50.9,-26.9
Cc1ccc(NC(=O)CSCC(=O)N(C)Cc2ccc(Cl)c(Cl)c2)cc1,18.4,-2.5,1.8,-4.4,-1.5,27.6,3.2,3.8
Cc1cc(C(c2cc(C)c(N)c(C)c2)c2ccco2)cc(C)c1N,3.7,-3.6,2.9,4.1,0.0,-8.2,13.0,19.7
O=C(Nc1ccccc1N1CCCC1)c1ccc(Cl)cc1Cl,-3.1,33.2,-1.4,8.2,-0.5,-8.3,-7.3,-0.1
O=C(Nc1nc(-c2ccccn2)cs1)c1cc(S(=O)(=O)N2CCOCC2)ccc1F,-85.5,-7.0,-10.7,-7.5,2.4,2.1,-3.6,-15.0
CCOC(=O)c1sc(N)nc1C(C)(C)C,4.5,0.3,-4.8,-7.0,2.7,-1.2,-4.5,-2.4
Cn1ccnc1Sc1cc(NCCCO)c([N+](=O)[O-])c2nonc12,-5.0,-3.8,3.3,1.5,6.9,-5.8,-4.6,11.1
COc1ccc(OC)c(NC(=O)Cn2cnc3c(cnn3-c3ccccc3)c2=O)c1,5.5,-8.4,-2.3,0.9,5.4,5.6,16.7,4.4
Cc1[nH]c2ccccc2c1C(=O)CN1CCC(C(N)=O)(N2CCCCC2)CC1,8.0,3.8,-11.4,-4.0,-8.4,15.9,-8.9,-1.2
COC(=O)c1ccccc1NC(=O)C1CCN(C(=O)Cc2ccccc2)CC1,0.5,2.6,-5.8,-0.1,-7.1,6.0,-13.5,5.5
N/C(CCN1CCCCC1)=N/O,-10.6,-5.2,-4.8,-6.6,-7.2,5.0,-12.5,-11.3
COC(=O)c1ccc(OC(=O)CS(=O)c2ccccc2[N+](=O)[O-])cc1 (stereo not given),9.9,-0.6,1.4,5.0,-13.1,5.1,23.0,17.9
COc1ccc(CNC(=O)C2CCN(S(=O)(=O)c3ccc4c(c3)NC(=O)CO4)CC2)cc1,-9.9,19.2,-10.1,-7.8,-2.8,7.1,-1.6,-1.2
CC1CCN(c2nc3ccc(C(=O)NCCCN4CCCCC4C)cc3s2)CC1 (stereo not given),14.2,.,11.2,-6.8,-3.7,24.4,-42.2,-47.2
CCc1cccc(C)c1NC(=O)COC(=O)CC1CCCC1,2.3,-2.3,3.9,10.0,1.4,5.3,22.8,17.7
Nc1c(C(=O)NCc2ccco2)nnn1Cc1ccccc1,6.1,-29.7,-1.2,-8.0,5.6,-1.7,6.5,0.8
CN(C)CC#CCC(O)(c1ccccc1)C1CCCCC1 (stereo not given),12.1,-0.3,0.5,10.1,0.1,0.9,18.8,-1.0
Cc1ccc(S(=O)(=O)NCc2ccccc2)s1,6.4,-19.3,2.8,5.1,6.2,-9.4,19.1,7.0
Cc1cc(-c2ccc(Br)cc2)n[nH]1,2.7,-26.8,9.6,-10.5,-3.3,9.6,-44.1,-35.0
C/C(=N\NC(=S)NC(C)C)c1ccccc1,10.9,-3.1,6.3,-0.7,-3.8,-17.9,10.1,-3.0
Cc1nc(-c2ccc(S(=O)(=O)N3CCN(C4c5ccccc5-c5ccccc54)CC3)s2)cs1,-0.2,9.0,0.7,-1.6,4.3,-21.0,9.8,13.8
CC(C)C[C@H]1CN=C(Nc2ccccc2)N1CCCCc1ccccc1,22.0,17.9,1.1,-3.1,-6.1,5.1,-42.2,8.0
COc1ccc(OC(C)C(=O)N2CCN(c3ccccn3)CC2)cc1 (stereo not given),2.6,5.8,3.3,6.5,4.6,6.6,30.3,5.6
COc1ccc(Cc2nnc(SCC(=O)N3CCN(c4ccccc4)CC3)o2)cc1,-5.1,0.8,-9.3,-9.6,15.6,9.9,-24.2,-0.5
O=C(COC(=O)c1ccc(S(=O)(=O)N2CCCC2)cc1)Nc1cccc(Cl)c1,-0.6,-8.8,9.1,0.2,-5.5,10.4,-16.7,5.4
Nc1nonc1-n1nnc(C(=O)N/N=C/c2ccncc2)c1-c1ccccc1,6.8,39.5,3.7,2.1,3.0,-5.7,15.9,11.2

# Sorted by value in 697 NFkB inh (lowest first): five of the compounds above
SMILES,UBC13 polyUb,SENP7 inh,HKDC1 inhibitor,697 NFkB inh,Jurkat NFkB inh
COC(=O)c1ccccc1NC(=O)C1CCN(C(=O)Cc2ccccc2)CC1,0.5,-5.8,-7.1,-13.5,5.5
O=C(Nc1ccccc1N1CCCC1)c1ccc(Cl)cc1Cl,-3.1,-1.4,-0.5,-7.3,-0.1
Nc1c(C(=O)NCc2ccco2)nnn1Cc1ccccc1,6.1,-1.2,5.6,6.5,0.8
C/C(=N\NC(=S)NC(C)C)c1ccccc1,10.9,6.3,-3.8,10.1,-3.0
COc1ccc(OC)c(NC(=O)Cn2cnc3c(cnn3-c3ccccc3)c2=O)c1,5.5,-2.3,5.4,16.7,4.4

# Additional compounds:
SMILES,UBC13 polyUb,Gli-Sufu antag,SENP7 inh,SENP8 inh,HKDC1 inhibitor,Apaf1 inhib,697 NFkB inh,Jurkat NFkB inh
CN1CCC/C1=C1/C(=O)N(c2ccccc2)N=C1NC(=O)Nc1cccc(Cl)c1,3.7,-5.4,10.7,3.5,18.4,16.5,8.5,4.2
COc1ccccc1[C@@H]1C(c2ccccc2)=NN(c2ccc(Br)cc2)[C@H]1C(=O)N1CCOC1=O,.,-0.2,0.8,.,-1.4,12.0,14.8,.
CSc1ccccc1NC(=O)C(=O)c1c[nH]c2ccccc12,-1.0,-48.0,11.8,-7.5,-1.7,2.9,-39.5,-56.7
O=C(O)Cc1ccc(N=Cc2c(O)ccc3ccccc23)cc1,-11.0,7.7,3.0,-11.7,30.6,11.7,-8.4,2.2
Cc1ccc2c(Cl)cc(Cl)c(OCC(=O)NCCc3ccccn3)c2n1,-8.1,-1.7,-8.1,-3.9,7.3,13.9,-15.7,-8.2
CC(C)OC(=O)Nc1ccc(-c2ccc(NC(=O)OC(C)C)cc2Cl)c(Cl)c1,-2.9,5.7,8.5,3.5,-1.5,-3.3,-0.7,37.5
COc1cc(CN2CCN(C(=O)c3cccc4ccccc34)CC2)cc(OC)c1OC,-2.5,8.2,-5.3,-7.1,-7.3,-13.6,-3.3,4.7
CC(C)C(NC(=O)c1ccc(C(C)(C)C)cc1)C(=O)N1CCCC1 (stereo not given),-0.1,8.8,4.4,-1.4,-1.4,7.3,7.9,2.7
Cc1cc(C(=O)CSc2nnc(-c3cccnc3)n2-c2ccccc2)c(C)n1CC1CCCO1 (stereo not given),-6.3,0.4,2.7,-11.1,-2.5,-27.7,-23.7,-28.8
Cc1ccc(N2C(=O)N(CC(=O)Nc3c(C)cc(C)cc3Cl)C(=O)C2C)cc1 (stereo not given),0.2,-1.9,11.2,-11.1,-2.4,9.6,15.1,-0.4
